# Bioassay records: PubChem BioAssay, Broad Institute
# ARNT TACC3 PPI: disrupts binding between human ARNT and TACC3; AlphaScreen His-ARNT PAS-B/GST-TACC3 binding, luminescence; TACC3 fragment carries E629A point mutation; inhibition, % at 9.99 µM; 390,000 compounds, 0.66% hits; AID 623870;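 active = mean inhibition of replicates at least 50% and at least half of replicates each reaching 50%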;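 also: 0% = complete ARNT plus TACC3 wells and 100% = ARNT alone without TACC3; many hits fall short of the cut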
# Cneo AK release: causes C. neoformans cell lysis; adenylate kinase release luminescence, 4 h; normalised: neutral wells 0, clomiphene wells 100; 360,000 compounds, 0.2% hits; AID 651654; lysis activity, % at 15 µM;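 active = mean lysis activity across replicates of at least 80%, whatever share of replicates individually reach that level; inactive = mean lysis activity below 80%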
#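 read-out = cell lysis signal | test system = log-phase Cryptococcus neoformans yeast cells | input = cells at 5 × 10^6 per mL | medium = fresh YPD growth medium | signal = luminescent adenylate kinase detection reagent | timing = 4 h at 37 °C static, read 1 h later | dosing = single dose | controls = Clomiphene as positive lysis control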
# LGR2 antag: Drosophila LGR2 receptor signaling inhibition; HEK293 LGR2, CRE-luciferase, bursicon-stimulated, 4 h; 380,000 compounds, 0.35% hits; inhibition, % at 9.99 µM;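 active = drop in luminescence signal, shown as inhibition above about 50% in the replicate tests, limit read from the data, passing the limit was not always enough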;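 also: agonist challenge used bursicon conditioned medium at about half maximal strength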
# PglD inh: PglD (C. jejuni) enzyme inhibition. inhibition, % at 12.5 µM. 360,000 compounds, 0.098% hits. purified PglD enzyme, DTNB colorimetric CoA detection; in the data active = inhibition above about 16%, passing the limit was not always enough; also: strong numbers were not always called active
# PGC1a acetyl inh: lowers PGC1a acetylation signal in U2OS cells; AlphaScreen anti-acetyl-lysine; with virally co-expressed GCN5 acetyltransferase; inhibition, % at 15.6 µM; 350,000 compounds, 0.17% hits; AID 651687;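 active = every replicate shows inhibition of at least 40%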;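 also: 0% = neutral control wells and 100% = positive control wells; some results beyond the cut were filed as inactive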
# C2C12 statin: protects C2C12 myotubes from simvastatin toxicity; ATP luminescence, 48 h; scaled: DMSO 0, geranylgeraniol control 100; rescue of ATP level, % at 7.49 µM; 330,000 compounds, 0.78% hits; AID 602340;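 active = mean ATP rescue above about 67%, or every replicate alone reaching that limit, limit read from the data, passing the limit was not always enough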;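 also: myotubes were challenged with 10 µM simvastatin during compound exposure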
# GSIS activator: GLuc luminescence reporter in INS-1E cells, primary screen for activators of glucose-dependent secretion of insulin; 370,000 compounds, 0.61% hits; activation, % at 16.6 µM; AID 743287; INS-1E GLuc reporter insulin secretion, 2-3 h;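 active = lowest replicate activation of at least 40%, so every replicate reaches that level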;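 also: 0% = median of neutral control wells and 100% = median of IBMX positive control wells; some compounds called inactive have numbers as strong as hits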
# PAX8 reporter: PAX8 transcriptional activity inhibition; RMG-I TPO-luciferase reporter, SteadyGlo, 24 h; inhibition, % at 12.6 µM; 360,000 compounds, 1.2% hits;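 active = mean replicate inhibition at least 60% with every replicate also reaching 60%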;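 also: luciferase light reporting Pax8 driven TPO promoter activity; plate controls were median of neutral control wells for no effect and mitoxantrone controls for full effect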
# * hit, by the source's call; nt = not tested or not shown; & = joins results of further samples; ! = repeats disagree.
SMILES,ARNT TACC3 PPI,Cneo AK release,LGR2 antag,PglD inh,PGC1a acetyl inh,C2C12 statin,GSIS activator,PAX8 reporter
CN(Cc1ccccc1)S(=O)(=O)c1csc(C(N)=O)c1,6,1,-14,2,4,-4,19,5
CO[C@H]1CN(C)C(=O)c2cc(NC(=O)Nc3cc(F)ccc3F)ccc2OC[C@@H](C)NC[C@@H]1C,0,3,2,-37,4,-26,-5,1
COCC(C)NC(=O)CSc1nc2ccccc2c(=O)n1CCc1ccc(S(N)(=O)=O)cc1 (configuration not stated),-6,0,6,-9,14,nt,12,10
CCOc1ccc(NC(=S)NCc2ccc3[nH]c(C)cc3c2)cc1,-3,0,10,-4,nt,-2,9,11
CCCCCn1nc(C(=O)N(CCOC)c2c(N)n(CCCC)c(=O)[nH]c2=O)c2ccccc2c1=O,-5,0,7,-3,-26,1,-21,-3
COc1ccc(Cl)cc1S(=O)(=O)NC1CC(C)(C)NC(C)(C)C1,3,nt,-3,nt,6,nt,9,-18
Cc1ccc(NC(=S)NNC(=O)CSc2nnc(-c3ccc(Cl)cc3)n2C2CCCCC2)cc1,-1,nt,7,nt,nt,nt,-20,12
O=C(NCCN1CCN(Cc2ccccc2)CC1)c1ccc(CS(=O)(=O)c2c(Cl)cccc2Cl)o1,nt,1,-4,-4,6,-4,nt,-4
COc1ccccc1-n1cnnc1SC(C)C(=O)Nc1cccc([N+](=O)[O-])c1 (configuration not stated),4,nt,6,nt,nt,nt,5,4
O=C(/C=C1\NC2(CCCC2)Cc2ccccc21)C(=O)N/N=C/c1ccccc1O,-13,-2,-12,5,-10,nt,-3,29
Cc1cc(C)n2nc(C(=O)N3CCN(Cc4ccc5c(c4)OCO5)CC3)nc2n1,-1,nt,-9,nt,10,-1,-6,6
CCOc1ccccc1OCCCC(=O)NNC(=O)c1ccc(F)cc1,-4,-1,1,-1,-1,-2,1,nt
CCOC(=O)N1CCC(NC(=O)c2cc(COc3ccc(F)cc3Cl)on2)CC1,2,-1,-5,-2,nt,0,0,nt
CC(NC(=O)NC(=O)c1cccc([N+](=O)[O-])c1)C1CC1 (configuration not stated),-2,2,-19,5,nt,7,4,-32
CC(CN1CCCC1)OC(=O)C(c1ccccc1)c1ccccc1 (configuration not stated),5,2,12,-6,12,4,-2,5
O=C(C[C@H]1C[C@@H]2c3cc(NC(=O)C4CCC4)ccc3O[C@@H]2[C@H](CO)O1)NCc1cccc(F)c1,-3,-2,7,3,-6,-2,2,1
CC=Cc1ccc2n(c1=O)C[C@H]1[C@H](CO)[C@@H](C(=O)NCc3ccc(F)cc3)N(CC)[C@@H]21 (mixture of isomers),-3,5,7,-1,nt,9,11,nt
CCOc1ccc(NS(=O)(=O)c2ccc(NC(=O)c3cccnc3)c(OC)c2)cc1,4,-2,-14,-3,-11,1,-3,1
COCC(=O)Nc1ccc2c(c1)C(=O)N(C)[C@H]1CC[C@@H](CC(=O)NCc3ccccc3)O[C@@H]1CO2,-2,2,-1,-1,-8,-9,3,-2
COc1ccc(NS(=O)(=O)c2ccc(N3CCOCC3)c(NC(=O)c3ccc(OC)cc3)c2)cc1,-5,nt,-7,nt,-9,nt,nt,-1
COCC(=O)N1[C@H](C#N)[C@H](c2ccccc2C2=CCCC2)[C@H]1CO,nt,nt,15,nt,-2,nt,8,1
O=c1cc(CSc2nnc(Nc3ccccc3)s2)nc2sccn12,-7,5,-4,5,nt,1,3,nt
CC(C)(C)OC(=O)N1CCC(CC2CC(c3ccccc3)=NO2)(C(=O)NCc2ccccc2)CC1 (configuration not stated),-1,8,-5,6,nt,12,-36,2
Nc1nc(N)nc(-c2ccc(Cl)cc2)n1,-6,0,-28,3,4,-7,47*,nt
CCOC(=O)N1CCN(C(=O)CCNS(=O)(=O)c2ccc(C)c(C)c2)CC1,-32,0,-4,6,-8,1,0,14
CCC(=O)N(C)C[C@@H]1Oc2cc(C#CC(C)C)ccc2S(=O)(=O)N([C@@H](C)CO)C[C@H]1C,-3,-4,-11,1,10,-9,-14,nt
COc1ccc(S(=O)(=O)N2CCOc3ccccc32)cc1,2,-2,4,8,-19,-26,-9,-2
O=C(c1cccc(F)c1)N1C[C@@H]2[C@H](c3ccccc31)[C@H](CO)N2C(=O)C1CCCCC1,1,-6,-3,3,-5,-2,-10,-16
C[C@@H]1CCCCO[C@H](CN(C)Cc2ccncc2)[C@@H](C)CN([C@H](C)CO)C(=O)c2cc(NC(=O)c3ccccc3)ccc2O1,-3,-2,-3,1,3,-39,27,-2
COc1cc(/C=N/NC(=O)c2ccncc2)ccc1OCC(=O)Nc1ccccc1,18,-3,-22,0,nt,6,-1,-175
COc1ccc(CCNC(=O)CNS(=O)(=O)c2cccs2)cc1OC,-8,0,-13,-6,-7,-10,9,nt
Cc1ccccc1C1=Nn2c(nnc2-c2ccco2)SC1,3,-4,-15,1,5,-1,-5,-3
CCn1c(O)c(/C=C2\C=NN=C2c2ccccc2)sc1=S,-3,nt,-5,nt,4,nt,-5,8
CCOc1ccc(-c2cc(C(=O)Nc3ccc4c(c3)OCCO4)c3ccccc3n2)cc1,-5,-7,nt,0,nt,0,nt,nt
C=CC[C@@H](Cc1ccc(F)cc1)C(=O)OC[C@H]1CCCN1C(=O)[C@@H](CC=C)CC(=O)N(CCO)Cc1ccccc1,-1,1,7,-2,nt,-11,-11,22
Cc1cc(NS(=O)(=O)c2ccc(C3CCCCC3)cc2)no1,6,-2,-4,-3,-8,-4,-6,nt
FC(F)(F)c1nc(SCc2ccc(Cl)cc2Cl)n[nH]1,-2,nt,nt,nt,4,-8,nt,-33
O=C(OCn1nnc2ccccc2c1=O)C1COc2ccccc2O1 (configuration not stated),-3,0,0,5,10,8,-3,nt
C=C(C)CN(CC)C(=O)CSc1nc(O)cc(=O)n1C1CCCC1,-2,nt,31,nt,2,nt,-7,17
O=C(NCc1cc(Br)cc(Br)c1OC(=O)c1ccccc1[N+](=O)[O-])c1ccccc1,-1,nt,28,nt,nt,nt,-5,-25
O=C(CN(Cc1ccccc1)C(=O)c1ccc2c(c1)OCCO2)NCc1ccc2c(c1)OCO2,2,5,nt,13,-6,36,nt,nt
O=C(C[C@@H]1CC[C@H](NS(=O)(=O)c2ccccc2)[C@H](CO)O1)NCc1ccncn1,-7,-3,18,3,0,-13,21,-25
Cc1noc(C)c1NC(=O)N(C)C[C@H]1Oc2ccc(NC(=O)CCCCCC(=O)Nc3ccccc3N)cc2C(=O)N([C@H](C)CO)C[C@H]1C,-4,-1,-17,-6,7,-2,18,nt
CCCC#Cc1cnc2c(c1)C(=O)N([C@@H](C)CO)C[C@H](C)[C@H](CN(C)C(=O)Nc1ccccc1OC)O2,-1,3,-4,-6,-2,1,7,nt
COc1ccc(Cl)cc1-c1cc(C(=O)NCc2cc(C(F)(F)F)cc(C(F)(F)F)c2)[nH]n1,nt,-1,3,-2,1,9,-1,2
CCC1Sc2ccc(S(=O)(=O)CCC(=O)Nc3cccc(Br)c3)cc2NC1=O (configuration not stated),4,1,11,-1,-12,-2,-16,4
N#Cc1ccc(-c2ccc(C3[C@@H]4CN(C(=O)c5ccc6c(c5)OCO6)C[C@H]3N4)cc2)cc1 (some centres not stated),nt,nt,2&28,nt,-7&17,nt,7&8,91*!
CCOc1cccc(CN2CCC(CCC(=O)NC3CC3)CC2)c1O,2,-1,-2,0,13,9,-8,-21
Cc1ccc(C(=O)OCC(=O)c2ccc(CC(=O)N3CCOCC3)s2)cc1C,-5,2,-18,-1,6,1,8,-2
CC[C@]12c3[nH]c4ccc(OC)cc4c3CCN1C(=O)C(CC(=O)NCCCn1ccnc1)C[C@@H]2C(=O)N1CCN(C(=O)C2CC2)CC1 (some centres not stated),-10,1,-20,-6,nt,-2,15,-30

# Next section.
SMILES,ARNT TACC3 PPI,Cneo AK release,LGR2 antag,PglD inh,PGC1a acetyl inh,C2C12 statin,GSIS activator,PAX8 reporter
O=C(Nc1nc(-c2ccccc2)c(C(=O)c2ccccc2)s1)c1ccc(S(=O)(=O)N2CCCCC2)cc1,0,0,-2,-3,1,nt,12,-6
O=[N+]([O-])c1ccc(O)c(C=Nc2ccc3c(c2)OCO3)c1,-2,-1,-44,3,9,13,4,-97
CN(C)CC(=O)Nc1ccc2c(c1)[C@@H]1C[C@@H](CC(=O)NCc3cccnc3)O[C@H](CO)[C@@H]1O2,-12,25,6,-2,-3,-1,-2,nt
CC1(C)CC(NC(=O)COc2cc3oc(=O)c4c(c3cc2Cl)CCC4)CC(C)(C)N1,0,nt,-2,nt,8,10,30,-18
Cc1ccc(S(=O)(=O)Nc2cccc3c2O[C@@H](CN(C)Cc2ccncc2)[C@@H](C)CN([C@H](C)CO)C3=O)cc1,-3,1,8,4,5,-19,-4,0
O=C(CC(F)(F)F)N1C[C@H]2[C@@H](c3ccccc31)[C@@H](CO)N2C(=O)Cc1ccccc1,-1,-1,-8,1,9,-25,-6,10

# In the list so far, eight contain a Cl atom.
SMILES,ARNT TACC3 PPI,Cneo AK release,LGR2 antag,PglD inh,PGC1a acetyl inh,C2C12 statin,GSIS activator,PAX8 reporter
COc1ccc(Cl)cc1S(=O)(=O)NC1CC(C)(C)NC(C)(C)C1,3,nt,-3,nt,6,nt,9,-18
Cc1ccc(NC(=S)NNC(=O)CSc2nnc(-c3ccc(Cl)cc3)n2C2CCCCC2)cc1,-1,nt,7,nt,nt,nt,-20,12
O=C(NCCN1CCN(Cc2ccccc2)CC1)c1ccc(CS(=O)(=O)c2c(Cl)cccc2Cl)o1,nt,1,-4,-4,6,-4,nt,-4
CCOC(=O)N1CCC(NC(=O)c2cc(COc3ccc(F)cc3Cl)on2)CC1,2,-1,-5,-2,nt,0,0,nt
Nc1nc(N)nc(-c2ccc(Cl)cc2)n1,-6,0,-28,3,4,-7,47*,nt
FC(F)(F)c1nc(SCc2ccc(Cl)cc2Cl)n[nH]1,-2,nt,nt,nt,4,-8,nt,-33
COc1ccc(Cl)cc1-c1cc(C(=O)NCc2cc(C(F)(F)F)cc(C(F)(F)F)c2)[nH]n1,nt,-1,3,-2,1,9,-1,2
CC1(C)CC(NC(=O)COc2cc3oc(=O)c4c(c3cc2Cl)CCC4)CC(C)(C)N1,0,nt,-2,nt,8,10,30,-18
